# T cell modulator = modulates CD8 T cell binding to vesicles. 2C CD8+ T cell-vesicle binding, flow cytometry; active compounds read low. calls only at 7 µM. hit rate 0.068% among 330,000;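 active means response, share of CD8 T cells binding vesicles, and their 90th percentile fluorescence all below set limits, cut at about 80% in these data, passing the limit was not always enough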
#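 Assay system – 2C mouse CD8+ T cells · Also added – QL9-loaded Drosophila micro-vesicles · Timing – Cell–vesicle co-incubation 1.5 h at 37 °C, staining 20 min on ice · Signal – flow cytometry of vesicle-bound cells · Measure – percent CD8+ FL2 mean versus row control · Controls – Peptide-free naked vesicles (low) and QL9 vesicles with 0.7% DMSO vehicle (high)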
# K1F lysis inhibition = inhibition of K1F phage lysis, E. coli UTI89, bacterial capsule biogenesis inhibitors, alamar blue (AID 488966). E. coli UTI89 K1F phage lysis, alamar blue, 2 h; higher % means a stronger effect. one-dose inhibition, % at 100 µM; IC50 in µM for titrated hits. hit rate 0.02% among 340,000;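 active means phage lysis inhibition, versus mean bacterial control, above a set limit; inconclusive means no clear call, values can overlap the other calls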;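 further: capsule biogenesis inhibitors block K1F phage lysis so surviving cells raise fluorescence; higher fluorescence means more inhibition of phage lysis; actives were called in the ten point dose series up to 300 µM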
# RSV antiviral HEp-2 = inhibition of RSV-induced cytopathic effect – HEp-2 cells, primary 10 µM value included (AID 2391) | hit rate 0.13% among 310,000 | HEp-2 cells, RSV-induced CPE inhibition; higher % means a stronger effect | CPE inhibition, % at 10 µM, or IC50 in µM where a hit was titrated; in the data active means a potency from the dose series; inconclusive means CPE inhibition mostly from about 23% at the one dose, without a potency; inactive means the rest, 99 in 100 with CPE inhibition below about 21%; further: strong numbers were not always called active
# T cell modulator vesicle-bound % = second read-out of T cell modulator, no call of its own (marks repeat the call); double positive events, %; measured here: CD8+ vesicle-bound cell fraction;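 binding gate set so that unloaded-vesicle control wells show 10% double positive cells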
# Active calls of the source: *; i = inactive; ? = inconclusive; [ ] = dose if it differs, or a comment. An excerpt; rates above refer to the full screens.
SMILES,T cell modulator,T cell modulator vesicle-bound %,K1F lysis inhibition,RSV antiviral HEp-2
CC(C)CN(C(=O)c1ccc(-n2cncn2)c([N+](=O)[O-])c1)C1CCS(=O)(=O)C1 (stereo not given),i,17,0.8%[50 µM],-0.1%
Cc1ccc(C(=O)OCC(=O)N(CC(C)C)c2c(N)n(Cc3ccccc3)c(=O)[nH]c2=O)cc1[N+](=O)[O-],i,55,1.0%[50 µM],-2.3%
COc1ccccc1-c1sc2ccccc2c1-c1ccc2c(c1)OCCO2,i,38,0.6%,0.9%
COc1ccc(S(=O)(=O)N2CCN(C(=O)[C@H](Cc3ccccc3)NC(=O)c3ccco3)CC2)cc1,i,47,0.3%[50 µM],0.2%
COc1ccc(N2CCN(C(=O)COC(=O)CCOc3cc(C)ccc3C)CC2)cc1,i,21,2.4%[50 µM],-1.3%
O=C(O)c1cccc(OS(=O)(=O)c2cc(Br)ccc2Br)c1,i,6,-0.6%,1.7%
O=C(Nc1nc(-c2ccc(F)c(F)c2)cs1)C1=COCCO1,i,51,0.5%[50 µM],1.9%
CN(CC(=O)Nc1ccc(N2CCOCC2)cc1)C(=O)CCc1cc(C(C)(C)C)c(O)c(C(C)(C)C)c1,i,45,-0.7%,14%
COc1ccc(CCC(=O)Nc2ccc(S(=O)(=O)N3CCCC3)cc2)cc1OC,i,34,1.2%[50 µM],1.2%
O=C(CN1C(=O)C2CCCCC2C1=O)Nc1nc2ccc(F)cc2s1 (stereo not given),i,43,1.0%[50 µM],2.2%
CCC(C)c1ccccc1N1CC(C(=O)NCCc2ccc(OC)c(OC)c2)CC1=O (stereo not given),i,51,0.7%[50 µM],-0.6%
CN(CC(=O)Nc1ccccc1Br)C(=O)c1sccc1-c1ccccc1,i,41,0.4%[50 µM],0.1%
CCN(CC(=O)Nc1ccccc1C(F)(F)F)C(=O)C1CCN(C(=O)Nc2ccccc2)CC1,i,36,0.4%[50 µM],1.6%
Cc1cccc(NC(=O)c2cccc(S(=O)(=O)N3CCc4ccccc4C3)c2)n1,i,21,0.2%[50 µM],0.2%
COc1ccc(NC(=O)COc2ccc(C)c(C)c2)cc1S(=O)(=O)N1CCCCC1,i,22,0.1%[50 µM],4.3%
CCCCN1C(Nc2ccccc2)=NC[C@@H]1C,i,39,2.7%,-1.3%
O=C(Nc1ccc(S(=O)(=O)N2CCCC2)cc1)C1CC(=O)N(CCc2ccc(F)cc2)C1 (stereo not given),i,40,0.2%[50 µM],0.1%
CCCn1c(N)c(N(CCOC)C(=O)c2ccc(N(C)S(=O)(=O)c3ccc(C)cc3)cc2)c(=O)[nH]c1=O,i,7,2.9%[50 µM],-1.2%
CC1CCCCC1NC(=O)COc1ncnc2sccc12 (stereo not given),i,41,-0.3%[50 µM],0.3%
Nc1nccnc1C(=O)OCC(=O)N1CCN(S(=O)(=O)c2ccc(Cl)cc2)CC1,i,10,1.3%[50 µM],4.7%
Cc1ccc2c(CC(=O)N(C)c3c(N)n(Cc4ccccc4)c(=O)[nH]c3=O)coc2c1,i,14,0.0%,-0.1%
O=C(CNC(=O)C1CCCCC1)OC(C(=O)c1ccccc1)c1ccccc1 (stereo not given),i,28,-0.3%,-0.8%
N#CCCN(C(=O)COC(=O)c1ccc2ccccc2n1)c1ccccc1,i,39,0.4%[50 µM],0.9%
Cc1ccccc1-n1nc2c(c1NC(=O)c1cc3ccccc3o1)CS(=O)(=O)C2,i,30,0.2%[50 µM],-1.9%
CCC(=O)N1CCN(C(=O)c2ccccc2)CC1,i,29,1.6%,-0.2%

# (cont.)
SMILES,T cell modulator,T cell modulator vesicle-bound %,K1F lysis inhibition,RSV antiviral HEp-2
COc1ccccc1S(=O)(=O)NCc1ccc(C(=O)NC2CCC(O)CC2)cc1 (stereo not given),i,17,0.5%[50 µM],1.6%
CCc1noc(C)c1C(=O)Nc1nc(-c2ccc(OC)cc2OC)cs1,i,50,1.4%[50 µM],4.2%
CC(C)CN(C(=O)COC(=O)Cc1cccc2ccccc12)c1c(N)n(Cc2ccccc2)c(=O)[nH]c1=O,i,34,1.3%[50 µM],-2.2%
CN(C(=O)COC(=O)/C=C/c1ccc2ccccc2n1)c1c(N)n(Cc2ccccc2)c(=O)[nH]c1=O,i,48,0.4%[50 µM],2.7%
CCC(C)Sc1ccc([C@H]2N[C@@](C)(C(=O)OC)[C@H]3C(=O)N(C)C(=O)[C@@H]23)cc1OC (stereo not given in full),i,39,0.4%,-0.1%
CN(CC(=O)Nc1ccc(F)cc1)C(=O)CN1C(=O)c2ccccc2C1=O,i,32,-0.3%,0.1%
CC1CCCCC1NC(=O)COC(=O)c1ccc2ncsc2c1 (stereo not given),i,26,0.3%[50 µM],0.7%
Cc1cccc2c(N=NC(=O)C(C)n3cnc4ccccc4c3=O)c(O)[nH]c12 (stereo not given),i,33,0.2%,?
Cc1ccc(NC(=O)CSc2nnc(C)n2C2CC2)cc1S(=O)(=O)N1CCOCC1,i,24,1.3%[50 µM],0.2%
CCOc1ccc2oc(C(=O)Nc3cc(C)ccn3)c(C)c2c1,i,50,0.4%[50 µM],-1.6%
Cc1cc(OCC(=O)OCC(=O)c2c(N)n(C)c(=O)n(C)c2=O)ccc1Cl,i,40,0.3%[50 µM],0.2%
Cc1csc2nc(O)c(C(=O)NCCCc3ccccc3)c(=O)n12,i,48,-1.4%[50 µM],15%
Cc1noc(C)c1COc1ccccc1C(=O)Nc1ccc(C(N)=O)cc1,i,35,0.8%[50 µM],1.1%
O=C(NCCc1ccccc1)C(=O)NCC1CCCN1S(=O)(=O)c1ccccc1 (stereo not given),i,36,0.4%[50 µM],3.1%
O=C1CC(NS(=O)(=O)c2cc(F)ccc2F)CN1c1cccc(F)c1 (stereo not given),i,33,1.7%[50 µM],-0.1%
CCCCC1(C)NC(=O)N(CC(=O)Nc2cc(S(=O)(=O)N3CCOCC3)ccc2Cl)C1=O (stereo not given),i,43,0.7%[50 µM],-0.1%
O=C(Nc1ccc(C(=O)N2CCC(N3CCCC3)CC2)cc1)c1ccc(Br)o1,i,28,1.4%,-1.6%
CCCCCn1nc(C(=O)OCc2nnc(-c3ccccc3)o2)c2ccccc2c1=O,i,54,1.2%[50 µM],-1.9%
Cc1cc(C)c(NC(=O)COC(=O)C2CCN(c3ccc(C(F)(F)F)cn3)CC2)c(Cl)c1,i,14,0.2%[50 µM],0.0%
CN(CC(=O)Nc1ccc(F)c(F)c1F)C(=O)CCN1C(=O)C2CCCCC2C1=O (stereo not given),i,37,0.4%[50 µM],2.2%
COCCCN1C(=O)c2ccc(C(=O)OCC(=O)N(CCC#N)c3cc(C)cc(C)c3)cc2C1=O,i,54,1.0%[50 µM],-0.6%
COc1ccccc1CNC(=O)COC(=O)CSc1ccc(F)cc1,i,53,0.4%[50 µM],-1.0%
Cc1ccc(C(=O)Nc2nc(-c3ccccn3)cs2)cc1S(=O)(=O)N1CCOCC1,i,37,0.6%[50 µM],3.5%
COc1cc(C(=O)NCCOc2ccc(Cl)cc2)ccc1OCc1c(C)noc1C,i,28,0.3%[50 µM],0.5%
CC(O)CC(C)O (stereo not given),i,29,0.3%,0.4%

# One compound at a time, from the list above. Screens in order: T cell modulator | T cell modulator vesicle-bound % | K1F lysis inhibition | RSV antiviral HEp-2
# Record of CN(CC(=O)Nc1ccc(F)cc1)C(=O)CN1C(=O)c2ccccc2C1=O → i | 32 | -0.3% | 0.1%
# Record of Cc1cc(OCC(=O)OCC(=O)c2c(N)n(C)c(=O)n(C)c2=O)ccc1Cl → i | 40 | 0.3%[50 µM] | 0.2%
# Record of COc1ccc(N2CCN(C(=O)COC(=O)CCOc3cc(C)ccc3C)CC2)cc1 → i | 21 | 2.4%[50 µM] | -1.3%
# Record of COc1ccccc1-c1sc2ccccc2c1-c1ccc2c(c1)OCCO2 → i | 38 | 0.6% | 0.9%
# Record of O=C(Nc1nc(-c2ccc(F)c(F)c2)cs1)C1=COCCO1 → i | 51 | 0.5%[50 µM] | 1.9%

# The list goes on:
SMILES,T cell modulator,T cell modulator vesicle-bound %,K1F lysis inhibition,RSV antiviral HEp-2
Clc1ccc(C#Cc2cccnc2)cc1,i,28,6.1%,4.5%
O=C(COC(=O)c1ccc(F)cc1Cl)NC(=O)NC1CCCC1,i,30,-0.1%[50 µM],0.3%
CCN(CC)S(=O)(=O)c1ccc(N2CCN(C)CC2)c(NC(=O)COc2ccc(F)cc2Cl)c1,i,35,0.6%[50 µM],-1.1%
CC1CN(S(=O)(=O)c2cccc(C(=O)NCCC3=CCCCC3)c2)CC(C)O1 (stereo not given),i,63,1.1%[50 µM],6.6%
CCN(CC)S(=O)(=O)c1ccc(N2CCN(C)CC2)c(NC(=O)CSCC(=O)Nc2cccc(C)c2)c1,i,11,0.8%[50 µM],-0.6%
C[C@H](O)C(=O)C1=Nc2c(nc(N)[nH]c2=O)NC1,i,51,4.3%,0.0%
COc1ccccc1C(=O)NCC(=O)OC(C)C(=O)N(C)C1CCCCC1 (stereo not given),i,38,0.1%,1.9%
CC(C)CN(C(=O)COC(=O)COc1ccc2ccccc2c1)c1c(N)n(Cc2ccccc2)c(=O)[nH]c1=O,i,29,1.0%[50 µM],-0.3%
O=[S@]1Oc2ccccc2-c2ccccc21,i,29,0.6%,0.8%
O=C(CSc1nnc2ccc(-c3ccccn3)nn12)Nc1ccccc1F,i,50,1.0%[50 µM],1.4%
Cc1ccc(S(=O)(=O)N2CCN(C(=O)CN3C(=O)c4ccc([N+](=O)[O-])cc4C3=O)CC2)cc1C,i,33,0.7%[50 µM],0.7%
COc1cccc(CN(CC(=O)NCc2ccccc2)S(=O)(=O)CCl)c1,i,20,1.0%,1.4%
O=C(CSc1nnc(-c2ccccc2)o1)NC1CC1,i,39,1.3%[50 µM],-2.3%
C[C@@]12C(=O)N(c3cccc(F)c3)C(=O)N1[C@H](c1ccc(Cl)cc1)[C@@H]1C(=O)N(C3CCCCC3)C(=O)[C@@H]12,i,40,-0.3%,33%
CN(Cc1ccc(F)cc1)C(=O)c1cccc(S(=O)(=O)NCc2ccccc2)c1,i,60,-0.4%[50 µM],21%
COc1ccc(NC(=O)CN(C)C(=O)CN2C(=O)NC3(CCCC3)C2=O)cc1,i,36,-1.8%,-1.6%
CCOc1ccc(CCNC(=O)COC(=O)c2cccc(N(C)C)c2)cc1OCC,i,54,0.5%[50 µM],-2.2%
CCOc1ccc(Br)cc1S(=O)(=O)NC1CCCC1,i,40,0.1%[50 µM],1.1%
COc1ccc(OC)c(NC(=O)CSc2nnc3ccc(-c4ccccn4)nn23)c1,i,31,3.9%[50 µM],0.4%
NS(=O)(=O)c1cc(C(=O)O)cc(N2CCCC2)c1Oc1ccccc1,i,44,4.7%,0.6%
CN(CC(=O)Nc1ccc(OC(F)(F)F)cc1)C(=O)c1ccc(N2CCCC2=O)cc1,i,25,0.5%[50 µM],1.1%
CC1CCCCC12NC(=O)N(CC(=O)Nc1ccc(S(=O)(=O)Nc3ncccn3)cc1)C2=O (stereo not given),i,27,-0.1%[50 µM],0.1%
CN(CC(=O)Nc1ccc(Cl)c(Cl)c1)C(=O)CNC(=O)C1CCCCC1,i,37,0.1%[50 µM],-0.7%
CNS(=O)(=O)c1ccc(C(=O)NCC(=O)NC(C)c2cccs2)cc1 (stereo not given),i,21,0.1%[50 µM],-0.3%
COc1cc(OC)cc(-c2c(-c3cccs3)c3cc(-c4ccc5[nH]ccc5c4)ccc3n2C)c1,i,41,1.0%,19%

# Next results follow:
SMILES,T cell modulator,T cell modulator vesicle-bound %,K1F lysis inhibition,RSV antiviral HEp-2
NC(N)=NC(=O)c1nc(Cl)c(N2CCCCCC2)nc1N,i,24,i,39%
CC1CCCCC1NS(=O)(=O)CCNC(=O)c1ccc2c(c1)OCO2 (stereo not given),i,3,0.5%[50 µM],-0.9%
C/C(=N\OCC(=O)OCC(=O)NC(=O)c1ccc(OC(F)F)cc1)c1ccc2c(c1)OCO2,i,16,0.7%[50 µM],-1.4%
CN(CC(=O)Nc1ccc(Cl)c(C(F)(F)F)c1)C(=O)C1CSC2(C)CCC(=O)N12 (stereo not given),i,50,0.7%[50 µM],4.9%
O=C(COc1ccccc1)Nc1nc(-c2cccnc2)cs1,i,45,0.8%[50 µM],1.1%
Clc1ccccc1Nc1nc2ccccc2o1,i,16,-0.4%[50 µM],0.3%
O=C(CSc1nnc2ccc(-c3ccncc3)nn12)Nc1ccc(F)cc1,i,53,1.6%[50 µM],0.6%
COc1ccc(NS(=O)(=O)c2ccc(OC)c(NC(=O)CNC(=O)c3ccc(OC)cc3)c2)cc1,i,41,0.9%[50 µM],-0.6%
CCN(CC)C(=O)c1[nH]cnc1C(=O)N[C@@H](C)c1ccccc1,i,20,-0.1%,-0.8%
Cc1noc(C)c1COc1ccccc1C(=O)NC(C)c1ccc(Cl)cc1 (stereo not given),i,21,-0.4%[50 µM],0.6%
